Assay outcomes deposited in PubChem by Broad Institute.
C diff growth – blocks growth of Clostridium difficile; Clostridium difficile clinical isolate growth, OD600, 24 h; active compounds read low; growth activity, negative = inhibition, % at 16 µg/mL (by protocol); hit rate 0.25% among 86,000; AID 1259249;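 active = mean growth activity at or below -80% and every replicate also at or below -80%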;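 also: 0% = DMSO wells and -100% = levofloxacin 16 µg/mL wells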
Numbers without * were called inactive. The list is partial (hit frequency here may not be typical).

SMILES	C diff growth
CN1C(=O)N[C@@H]2c3ccccc3O[C@@]1(C)[C@@H]2COC(=O)c1ccc([N+](=O)[O-])cc1	-8.7
CC(=O)Nc1ccc(/C=N/NC(=O)CC2CCCCC2)cc1	7.5
O=C(C1=C[C@H](c2csc3ccccc23)C[C@H](OCCCCO)O1)N1CCCCCCC1	3.1
COCC1=C([C@H](O)c2ccccc2)[C@H](CO)n2c(=O)n(-c3ccccc3)c(=O)n2C1	3.3
CCO[C@H]1OC(C(=O)NCc2ccccc2)=C[C@@H](c2cn(C(C)=O)c3ccccc23)[C@@H]1CCCO	10.5
COc1ccc(COCC23N=C4SCC(=O)N4[C@H](c4ccccc4O2)[C@H]3COC(=O)c2ccccc2)cc1	2.8
CCC(CO)Oc1cc(NC(=O)c2cccc(C)c2)c2ncn(C(C)C)c2c1 (stereo not drawn)	-1.1
O=S(=O)(N[C@@H]1CCCN(Cc2ccc(OCCO)cc2)C1)c1cc(C(F)(F)F)ccc1Cl	2.8
C#CCN1[C@H](/C=C/C2CC2)[C@H](Cc2ccccc2)OC(=O)[C@@H]1Cc1ccccc1	-6.9
CC1=CC2(CO)C(=O)[C@]3(CO3)[C@H]1[C@H]1[C@]2(C)C=C(CO)C(=O)[C@]12CO2	-7.5
O=C(NCc1ccccc1)C1=C[C@H](c2ccccc2)C[C@H](OCc2ccc(CO)cc2)O1	-1.1
C=CCOC(=O)C1=C[C@@H](c2ccc(Br)cc2)[C@H](CCCO)[C@@H](OCC)O1	-1.6
C#Cc1ccc([C@H]2C=C(C(=O)N3CCCCCCC3)O[C@@H](OCC)[C@@H]2CCCO)cc1	14.8
C#CCNC(=O)C1=C[C@@H](C(C)(C)C)C[C@@H](OCCCCO)O1	-6.1
C=CCNC(=O)[C@@H]1[C@H]2C(=O)O[C@H](c3ccccc3)[C@H](c3ccccc3)N2[C@H](c2ccc(OCCO)cc2)[C@@]12C(=O)Nc1ccc(C#Cc3ccc(OC)cc3)cc12	7.7
CC(C)(C)[C@H]1C=C(C(=O)NC2CC2)O[C@@H](OCc2ccc(CO)cc2)C1	5.6
CCO[C@H]1OC(C(N)=O)=C[C@@H](C2CCCCC2)[C@@H]1CCCO	3.5
C=CCOC(=O)c1oc(COC[C@@H](NC(=O)N(C)Cc2ccccc2)c2ccccc2)c(C(=O)OC)c1C(=O)OC	8.3
COc1ccc([Si](C)(C)[C@H]2[C@H](CCn3cc([C@H](O)c4ccccc4)nn3)O[C@@]3(C(=O)N(Cc4ccc(N5CCC5=O)cc4)c4ccccc43)[C@@H]2C)cc1	-5.0
CCO[C@H]1OC(C(=O)N2CCOCC2)=C[C@@H](c2cn(C(C)=O)c3ccccc23)[C@@H]1CCCO	-3.4
CN(C)C(=O)[C@]1(Cc2ccccc2N=[N+]=[N-])N=C(c2ccc(OCCCO)cc2)O[C@@H]1c1ccccc1	2.2
COc1ccc(C#Cc2ccc3c(c2)[C@]2(C(=O)N3)[C@H](C(N)=O)[C@H]3C(=O)O[C@H](c4ccccc4)[C@H](c4ccccc4)N3[C@@H]2c2ccc(OCCO)cc2)cc1	0.3
O=C(O)C1=C[C@H](c2ccc3c(c2)OCO3)C[C@H](OCCCCO)O1	0.8
CCO[C@@H]1OC(C(=O)N2CCN(Cc3ccc4c(c3)OCO4)CC2)=C[C@H](c2ccccc2)[C@H]1CCCO	1.4
CCCNC(=O)COc1ccc(C=O)cc1	-9.0
CO[C@H]1O[C@H](CO)[C@@H](OC(=O)Nc2ccc3c(c2)OCO3)[C@H](OC(=O)Nc2ccccc2)[C@H]1OC(=O)Nc1ccccc1	14.3
O=C1CSCN1c1ccccc1	-2.6
C#CCNC(=O)C1=C[C@H](C2CCCCC2)[C@@H](CCCO)[C@H](OCC)O1	8.4
C=CCN1Cc2ccccc2[C@H]2OC(c3ccc(OCCCO)cc3)=N[C@@]2(CCS(=O)(=O)c2ccccc2)C1=O	4.7
O=C(C1=C[C@H](c2ccc3c(c2)OCO3)C[C@H](OCCCCO)O1)N1CCN(Cc2ccccc2)CC1	4.1
CC(C)[Si](OCCCNS(=O)(=O)c1ccc(Br)cc1)(C(C)C)C(C)C	-0.1
C#CCNC(=O)C1=C[C@@H](C)[C@H](CCCO)[C@@H](OCC)O1	-2.7
O=C(NCc1nc2ccccc2[nH]1)C1=C[C@@H](c2ccccc2)C[C@@H](OCc2ccc(CO)cc2)O1	2.3
COC(=O)[C@H](Cc1ccccc1)N1CC2=C[C@@H](C3CC3)n3c(=O)n(C)c(=O)n3[C@H]2[C@@H]1[C@@H](O)Cc1ccccc1	-6.9
COc1ccc([Si](C)(C)[C@H]2[C@H](CCO)O[C@@]3(C(=O)N(Cc4ccccc4)c4ccc(N5CCC5=O)cc43)[C@@H]2C)cc1	4.4
CN1C(=O)[C@@H]2[C@@H](C[C@]3(COc4ccccc4)OC[C@H]2/C3=C\c2ccccc2)C1=O	1.3
CCO[C@H]1OC(C(=O)Nc2ccccc2)=C[C@@H](c2ccc(Br)cc2)[C@@H]1CCCO	13.7
COCC1=C2[C@@H](CCc3ccccc3)OB(O)C[C@@H]2n2c(=O)n(-c3ccccc3)c(=O)n2C1	10.5
O=C(N1CCOCC1)[C@]1(Cc2ccccc2)N=C(c2ccc(OCCCO)cc2)O[C@@H]1c1ccccc1	11.7
COc1ccc2ccccc2c1-c1c(OC)ccc2ccccc12	-6.4

The list goes on; it opens with the 2 that closed the last part.
SMILES	C diff growth
O=C(N1CCOCC1)[C@]1(Cc2ccccc2)N=C(c2ccc(OCCCO)cc2)O[C@@H]1c1ccccc1	11.7
COc1ccc2ccccc2c1-c1c(OC)ccc2ccccc12	-6.4
CCCCCCc1nc(-c2ccc(OC)nc2)c(C)c2c1[Si](C(C)C)(C(C)C)OC2	-26.8
COCCOC(=O)N1C(=O)[C@@]2(c3cc(C#Cc4ccc(OC)cc4)ccc31)[C@H](C(=O)N1CCc3cc(OC)c(OC)cc3C1)[C@H]1C(=O)O[C@H](c3ccccc3)[C@H](c3ccccc3)N1[C@@H]2c1ccc(OCCO)cc1	-5.3
O=C(NCc1nc2ccccc2[nH]1)C1=C[C@@H](C2CCCCC2)C[C@@H](OCc2ccc(CO)cc2)O1	4.1
CN(C)C(=O)[C@@]1(Cc2ccccc2N=[N+]=[N-])N=C(c2ccc(OCCCO)cc2)O[C@H]1c1ccccc1	7.6
O=C(C1=C[C@@H](C2CC2)C[C@@H](OCCCCO)O1)N1CCCCCCC1	-10.4
COCCCOc1cc(NCc2ccccc2)c2ncn(C(C)C)c2c1	-13.0
COCCOC(=O)N1C(=O)[C@@]2(c3cc(C#CCC(C(=O)OC)C(=O)OC)ccc31)[C@H](c1ccccc1OCCO)N1[C@H](c3ccccc3)[C@H](c3ccccc3)OC(=O)[C@H]1[C@@H]2C(=O)Nc1nc2ccccc2s1	-4.7
O=C(OC[C@@H]1[C@H]2c3ccccc3OC1(CO)N=C1SCC(=O)N12)c1ccccc1	5.9
C=CCOC(=O)C1=C[C@H](c2ccc(Br)cc2)C[C@H](OCc2ccc(CO)cc2)O1	-5.4
O=C(C1=C[C@H](C2CCCCC2)C[C@H](OCc2ccc(CO)cc2)O1)N1CCN(Cc2ccc3c(c2)OCO3)CC1	11.4
C=CCOC(=O)C(=O)/C=C/c1ccc2c(c1)Cc1ccccc1-2	0.2
CNc1ccccc1C(=O)OCC(=O)c1ccccc1	0.5
CC(=O)N[C@H]1[C@H](O/N=[N+](\[O-])N2CCCC2)OC(CO)[C@@H](O)[C@@H]1O (stereo partly drawn)	-8.7
C=CCN1C(=O)[C@]2(O[C@H](CCO)[C@@H]([Si](C)(C)c3ccc(OC)cc3)[C@@H]2C)c2cc(N3CCCCC3=O)ccc21	4.2
[N-]=[N+]=Nc1ccccc1C[C@@]1(C(=O)N2CCOCC2)N=C(c2ccc(OCCCO)cc2)O[C@@H]1c1ccccc1	9.8
O=C(NCc1nc2ccccc2[nH]1)C1=C[C@H](c2ccccc2)C[C@H](OCCCCO)O1	-0.2
O=C(NCc1nc2ccccc2[nH]1)C1=C[C@H](c2ccc3c(c2)OCO3)C[C@H](OCCCCO)O1	9.6
Cc1cc(C)cc(N2C(=O)CSC2c2cccc([N+](=O)[O-])c2)c1 (stereo not drawn)	-13.4
O=C(NCc1ccccc1)C1=C[C@H](c2coc3ccccc3c2=O)C[C@H](OCc2ccc(CO)cc2)O1	6.5
COc1ccc(CCNC(=O)[C@@]2(Sc3ccc(C)cc3)CC(=O)N(C(C)C)[C@@H]2c2ccc(CO)cc2I)cc1	3.2
O=C(C1=C[C@H](c2ccc3c(c2)OCO3)C[C@H](OCc2ccc(CO)cc2)O1)N1CCCCC1	-2.3
O=C1CCC[C@@H]2c3[nH]c4ccccc4c3CCN12	8.0
C=CCOC(=O)C1=C[C@H](c2csc3ccccc23)[C@@H](CCCO)[C@H](OCC)O1	23.1
CN(C)CCCN1C(=O)[C@@]2(Cc3ccccc31)c1ccccc1C(=O)N(Cc1ccccc1C(F)(F)F)[C@H]2c1ccc(CO)cc1	-7.1
CCO[C@@H]1OC(C(=O)Nc2ccccc2)=C[C@H](c2ccc(C(F)(F)F)cc2)[C@H]1CCCO	22.6
O=S(=O)(c1cccc2cccnc12)N1CCN(Cc2ccc(OCCO)cc2)CC1	-3.2
C/C=C/[C@@H](CC(=O)N1Cc2ccccc2C[C@H]1CO)[Si](C)(C)c1ccc(OC)cc1	-10.0
NC(=O)[C@]1(Cc2ccccc2)N=C(c2ccc(OCCCO)cc2)O[C@@H]1c1ccccc1	8.4
COC(=O)C1(N2CC3=C[C@@H]([C@@H](O)Cc4ccccc4)n4c(=O)n(C)c(=O)n4[C@@H]3[C@@H](C3CC3)O2)CCCC1	-2.3
O=C(C1=C[C@H](c2ccc(Br)cc2)C[C@H](OCCCCO)O1)N1CCN(Cc2ccccc2)CC1	-6.6

Looked up by structure from the list above, 5 records:
SMILES	C diff growth
CCO[C@@H]1OC(C(=O)N2CCN(Cc3ccc4c(c3)OCO4)CC2)=C[C@H](c2ccccc2)[C@H]1CCCO	1.4
CCC(CO)Oc1cc(NC(=O)c2cccc(C)c2)c2ncn(C(C)C)c2c1 (stereo not drawn)	-1.1
COCCOC(=O)N1C(=O)[C@@]2(c3cc(C#Cc4ccc(OC)cc4)ccc31)[C@H](C(=O)N1CCc3cc(OC)c(OC)cc3C1)[C@H]1C(=O)O[C@H](c3ccccc3)[C@H](c3ccccc3)N1[C@@H]2c1ccc(OCCO)cc1	-5.3
CCO[C@H]1OC(C(=O)NCc2ccccc2)=C[C@@H](c2cn(C(C)=O)c3ccccc23)[C@@H]1CCCO	10.5
CCO[C@H]1OC(C(=O)Nc2ccccc2)=C[C@@H](c2ccc(Br)cc2)[C@@H]1CCCO	13.7

Look-ups from above.
O=C(C1=C[C@H](c2ccc(Br)cc2)C[C@H](OCCCCO)O1)N1CCN(Cc2ccccc2)CC1 in C diff growth has -6.6
C=CCOC(=O)C1=C[C@H](c2csc3ccccc23)[C@@H](CCCO)[C@H](OCC)O1 in C diff growth has 23.1

Next results.
SMILES	C diff growth
CCO[C@H]1OC(C(=O)N2CCOCC2)=C[C@@H](c2ccc3c(c2)OCO3)[C@@H]1CCCO	1.7
CCO[C@H]1OC(C(=O)N2CCN(C)CC2)=C[C@@H](c2ccc(C(F)(F)F)cc2)[C@@H]1CCCO	1.2
CC(C)CN1C(=O)[C@@]2(Cc3ccccc31)c1ccccc1C(=O)N(Cc1ccccc1Cl)[C@H]2c1ccc(CO)cc1	-4.6
C=CC[C@]12N=C(c3ccc(OCCCO)cc3)O[C@H]1c1ccccc1CN(Cc1ccccc1)C2=O	10.1
O=C1O[C@H](c2ccccc2)[C@H](c2ccccc2)N2[C@H]1[C@@H](C(=O)N1CCCCCCC1)[C@]1(C(=O)Nc3ccccc31)[C@H]2c1ccccc1OCCO	-0.7
CN1CCN(C(=O)C2=C[C@H](c3ccc(C(F)(F)F)cc3)C[C@H](OCc3ccc(CO)cc3)O2)CC1	6.0
O=C(O)C1=C[C@@H](c2ccc(Br)cc2)C[C@@H](OCCCCO)O1	-5.2
O=C(NCc1ccccc1)C1=C[C@@H](c2ccccc2)C[C@@H](OCc2ccc(CO)cc2)O1	4.5
CO[C@H](CCO)[C@H](O)c1ccc(O)c(F)c1	1.3
C#CCNC(=O)C1=C[C@@H](C(C)(C)C)C[C@@H](OCc2ccc(CO)cc2)O1	-5.2
C=CCOC(=O)[C@@H]1[C@H]2C(=O)O[C@H](c3ccccc3)[C@H](c3ccccc3)N2[C@H](c2ccc(OCCOC(=O)[C@@H]3C[C@@H]4C(=O)N[C@@H](CC(C)C)C(=O)N4[C@@H]3c3ccc(O)cc3)cc2)[C@@]12C(=O)Nc1ccc(I)cc12	-1.8
CCO[C@@H]1OC(C(=O)N2CCCCCCC2)=C[C@H](C)[C@H]1CCCO	0.9
CC12N=C3SCc4ccccc4CN3[C@H](c3ccccc3O1)[C@H]2CO[Si](C)(C)C(C)(C)C	4.5
O=C/C=C/c1ccc(/C=C/c2ccccc2)cc1	-4.2
O=C(NCc1ccccc1)C1=C[C@H](c2ccc3c(c2)OCO3)C[C@H](OCc2ccc(CO)cc2)O1	14.3

Sorted by formula weight (smallest number first): some entries from above.
SMILES	C diff growth
O=C/C=C/c1ccc(/C=C/c2ccccc2)cc1	-4.2
CCO[C@@H]1OC(C(=O)N2CCCCCCC2)=C[C@H](C)[C@H]1CCCO	0.9
C#CCNC(=O)C1=C[C@@H](C(C)(C)C)C[C@@H](OCc2ccc(CO)cc2)O1	-5.2
O=C(O)C1=C[C@@H](c2ccc(Br)cc2)C[C@@H](OCCCCO)O1	-5.2
CC12N=C3SCc4ccccc4CN3[C@H](c3ccccc3O1)[C@H]2CO[Si](C)(C)C(C)(C)C	4.5
O=C(NCc1ccccc1)C1=C[C@H](c2ccc3c(c2)OCO3)C[C@H](OCc2ccc(CO)cc2)O1	14.3
